# hERG WT inh: inhibitors of human wildtype KCNH2 potassium channel. Q12809. U2OS, BacMam KCNH2, thallium flux FluxOr; active compounds read low. activity change, % at 1.84 µM. 0.37% of 340,000 active. AID 720551;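 active = maximum activity change below -70%; inconclusive = maximum activity change between -70% and -50%; inactive = maximum activity change above -50%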; note: % is set by controls: 0 for no effect and ±100 for the full control effect
#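 U2OS cells transduced with wild-type KCNH2 virus are loaded with FluxOr dye for 45 min, and thallium flux is measured in kinetic reads before and after stimulation buffer. Rate constants are normalized to DMSO controls.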
# Eya2 phos inh: blocks the phosphatase activity of human Eya2; O00167; recombinant Eya2, OMFP fluorescence dephosphorylation (OMFP is methylfluorescein phosphate); Potency, µM (doses to about 76.9 µM), for the others: top-dose activity, negative = inhibition, actives largely listed as inhibitors; 0.006% of 330,000 active; AID 488837; note: potency is the fitted concentration of half-maximal effect; % is set by controls: 0 for no effect and ±100 for the full control effect
#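 Eya2 protein (added as 0.2 uM solution) was preincubated with compound for 10 min at ambient temperature in 50 mM HEPES pH 7.5, 50 mM NaCl, 5 uM MgCl2, 0.05% BSA, 1 mM DTT. OMFP (added at 50 uM) then reacted 10 min; fluorescence read at 485/525 nm.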
# S-ASM inh: blocks human secretory acid sphingomyelinase; P17405; placental ASM, HMU-PC fluorogenic substrate, 60 min; Potency, µM (highest dose often 57.5 µM), inactives show top-dose activity change, negative = inhibition, hits mostly inhibitors; 0.006% of 340,000 active; AID 504937; note: potency is the fitted concentration of half-maximal effect
#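 Fluorescence read-out (Ex 386 nm, Em 447 nm) after stopping the reaction at pH 10. Enzyme: ASM from human placenta; substrate HMU-PC0, 9 uM final; 60 min, 37 °C. Compound preincubation 10 min, ambient temperature.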
# USP2a inh: USP2a (human) protease inhibition; Potency, µM (highest dose often 38.3 µM), without a hit: at the top dose activity change, negative = inhibition, actives largely listed as inhibitors; O75604; 0.01% of 330,000 active; AID 463254; USP2 core, Ub-CHOP2 coupled fluorogenic reporter, 485/531;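 note: potency is the fitted concentration of half-maximal effect; plate controls were DMSO wells for no effect and full inhibition by NEM control for full effect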
#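 USP2 core (10nM final) preincubated 30min RT with compound in 20mM Tris-HCl pH 8.0, 2mM CaCl2, 2mM beta-mercaptoethanol, 0.05% CHAPS; 25nM Ub-CHOP2 plus 25nM reporter substrate added, fluorescence (Ex485/Em531) read after 60min.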
# GALK inh: blocks human galactokinase activity; Purified GALK, Kinase-Glo residual ATP luminescence; Potency, µM (titrated, usually from 57.5 µM), inactives show top-dose activity change, negative = inhibition, usual class: inhibitors; 0.007% of 270,000 active; AID 1868; note: potency is the fitted concentration of half-maximal effect; % is set by controls: 0 for no effect and ±100 for the full control effect
#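 Human GALK (5 nM) with 35 uM ATP and 100 uM galactose in 20 mM HEPES pH 8.0, 5 mM MgCl2, 60 mM NaCl, 1 mM DTT, 0.01% BSA. After 1 h at room temperature, leftover ATP was read by Kinase-Glo Plus luminescence.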
# MBNL1-CUG inh: MBNL1-poly(CUG) RNA binding inhibition. Q9NR56. TR-FRET MBNL1-His/biotin-(CUG)12 binding, 665/545 ratio. Potency, µM (titrated, usually from 57.5 µM), inactives show at the highest dose activity change, negative = inhibition, actives largely listed as inhibitors. 0.036% of 280,000 active. AID 2675; active = well fitted inhibition curve with a large enough effect in the signal ratio, with a control signal flat, not every such curve was filed as active; inconclusive = small, poorly fitted or top-dose-only effect, or effect the other way, or a change in a side signal; inactive = no such curve, though single readings can be large or run the other way; the % refers to the signal ratio; note: potency is the fitted concentration of half-maximal effect; % is set by controls: 0 for no effect and ±100 for the full control effect
#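 MBNL1-His + Biotin-(CUG)12, cpd titration 92 nM–58 uM; Tb anti-His Ab 0.055 ng/ul, SA-XL665 5 nM (final); 60 min RT; ratiometric 665/545 nm, Ex 340 nm; normalized to buffer and full-complex controls.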
# PKM2 activator: activators of human pyruvate kinase M2 | purified PKM2, Kinase-Glo ATP luminescence, activation; response scale: 0% is enzyme alone, no compound | AID 1631 | Potency, µM (highest dose often 57.5 µM), for the others: at the top dose activation, actives largely listed as activators | 0.34% of 260,000 active | P14618; note: potency is the fitted concentration of half-maximal effect; % is set by controls: 0 for no effect and ±100 for the full control effect; nearly all actives have a fitted effect of over 55% in size
#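 hPK-M2, >95% pure; 0.1 mM ADP / 0.5 mM PEP final; imidazole pH7.2 buffer w/ 7 mM MgCl2, 50 mM KCl; 1 h RT; Kinase-Glo lum. Intermediate enzyme activity for dual inhibitor/activator qHTS.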
# Chronic BCR inh: chronic active BCR signaling inhibition | Potency, µM (doses to about 46.1 µM), inactives show at the highest dose ratio change, negative = lower green/red ratio, hits mostly inhibitors | ABC-DLBCL IkBa-CBG/CBR reporter, luminescence ratio, 4 h | AID 493014 | 0.05% of 340,000 active; active = well fitted inhibition curve with a large enough effect in the signal ratio, with a control signal flat, not every such curve was filed as active; inconclusive = small, poorly fitted or top-dose-only effect, or effect the other way, or a change in a side signal; the % refers to the signal ratio;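 note: potency is the fitted concentration of half-maximal effect; plate controls were basal doxycycline-induced cells for no effect and cells given 10 µM MG132 for full effect; MG132 reads +100%, hits lower the ratio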
#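 Cell line TMD8 (human ABC DLBCL), stably expressing tet-inducible CBG68-IkBa fusion and CBR; IMDM/0.5% FBS; cpd up to 46 uM; dox induction, 4 h, 37C/5% CO2; dual luminescence; green/red ratio; MG132 control.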
# TSHR antagonist: blocks TSH signaling through the human TSH receptor | AID 504810 | TSHR-expressing cells, TSH-stimulated cAMP HTRF, 2 h; active compounds read low | activity change, negative = inhibition, % at 11.5 µM | 0.2% of 330,000 active;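 active = activity change below a set negative limit, meaning inhibition stronger than a set level, cut at about -70% in these data; inconclusive = activity change between two set negative limits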; note: % is set by controls: 0 for no effect and ±100 for the full control effect
# Target sequence (P16473 whole entry, looked up): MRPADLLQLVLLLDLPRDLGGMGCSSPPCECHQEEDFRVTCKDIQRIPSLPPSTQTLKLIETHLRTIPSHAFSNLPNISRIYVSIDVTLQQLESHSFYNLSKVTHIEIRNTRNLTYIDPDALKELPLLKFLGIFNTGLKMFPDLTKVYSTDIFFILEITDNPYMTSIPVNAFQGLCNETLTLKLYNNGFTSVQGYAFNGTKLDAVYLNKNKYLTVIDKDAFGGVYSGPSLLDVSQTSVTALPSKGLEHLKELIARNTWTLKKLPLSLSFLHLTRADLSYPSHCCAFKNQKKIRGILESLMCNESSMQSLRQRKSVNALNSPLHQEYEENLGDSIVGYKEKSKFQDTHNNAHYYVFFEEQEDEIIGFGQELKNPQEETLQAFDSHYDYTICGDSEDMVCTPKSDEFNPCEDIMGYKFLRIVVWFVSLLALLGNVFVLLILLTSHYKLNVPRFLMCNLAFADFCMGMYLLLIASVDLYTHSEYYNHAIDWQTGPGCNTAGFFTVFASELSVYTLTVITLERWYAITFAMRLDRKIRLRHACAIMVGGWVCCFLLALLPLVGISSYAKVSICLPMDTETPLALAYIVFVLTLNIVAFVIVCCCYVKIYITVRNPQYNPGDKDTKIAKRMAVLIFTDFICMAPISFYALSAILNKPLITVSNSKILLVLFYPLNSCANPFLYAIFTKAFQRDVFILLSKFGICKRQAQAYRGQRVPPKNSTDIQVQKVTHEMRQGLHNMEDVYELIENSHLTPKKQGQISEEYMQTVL
#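 TSHR-expressing cells, 200/well, pre-treated with compound, then stimulated with EC80 TSH (4nM final) for 2 hours at 37 deg C. cAMP measured by competitive HTRF: anti-cAMP cryptate antibody in lysis buffer plus cAMP-d2, read after 30 minutes at room temperature.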
# Mito fusion act: mitochondrial division inhibition or fusion activation; AID 485298; Potency, µM (titrated, usually from 46.1 µM), without a hit: at the highest dose growth rescue (activation), actives largely listed as activators; S. cerevisiae fusion-defective mutant growth rescue, CellTiterGlo 48 h; 0.23% of 320,000 active;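 note: potency is the fitted concentration of half-maximal effect; % of control where 0% means no effect; nearly all actives have a fitted effect of over 45% in size; temperature-sensitive fusion mutants such as fzo1-1 at 37 °C on non-fermentable ethanol glycerol medium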
#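 Read-out: ATP-based luminescence (CellTiterGlo, 10 min ambient) reporting growth of fusion-defective ts yeast after 48 hours at 37C on glycerol/ethanol YPEG medium in the presence of compound.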
# Menin MLL FP TR: menin-MLL binding inhibition, Texas Red mutant peptide | O00255 | Potency, µM (series often up to 61.6 µM), for inactives: at the highest dose FP activity change, negative = inhibition, hits mostly inhibitors | AID 1768 | 0.23% of 270,000 active | Menin + Texas Red MLL mutant peptide, fluorescence polarization; active = well fitted inhibition curve with a large enough effect in the polarisation, with a control signal flat, not every such curve was filed as active; inconclusive = small, poorly fitted or top-dose-only effect, or effect the other way, or a change in a side signal; inactive = no such curve, though single readings can be large or run the other way; the % refers to the polarisation; note: potency is the fitted concentration of half-maximal effect; % of control where 0% means no effect; many of its hits are not listed in these tables
# The depositor's hits bear a star; i = inactive; ? = inconclusive; . = not tested or not shown; [ ] = dose if it differs, or a comment. Unless noted, calls come from the whole dose curve; as a rule, active = well fitted curve in the direction sought with a large enough effect; inconclusive = small, poorly fitted or top-dose-only effect, or another doubt; inactive = no such curve, though single readings can be large; an effect the other way counts as inactive or inconclusive. These rows are one share of the data; rates above refer to the full screens.
# Second line of a record: hERG WT inh | Eya2 phos inh | S-ASM inh | USP2a inh | GALK inh | MBNL1-CUG inh | PKM2 activator | Chronic BCR inh | TSHR antagonist | Mito fusion act | Menin MLL FP TR
COC(=O)c1ccc(CSc2nnc(NC(=O)C3CC(=O)N(c4ccc5c(c4)OCCO5)C3)s2)cc1 (stereo unspecified)
    26 | -2% | 0% | 3% | . | 1% | -1% | 3% | -16 | -3% | 9%
CCN(CC)S(=O)(=O)c1cc(NC(=O)c2ccc(-n3cncn3)c([N+](=O)[O-])c2)ccc1C
    -2 | -4% | -2% | 0% | 2% | ? | -9% | -3% | -35 | -1% | .
O=C1OC(Nc2ccc3ncccc3c2)c2ccccc21 (stereo unspecified)
    3 | 12% | 20% | -3% | 0% | ? | -2% | -8% | 5 | 3% | 10%
O=C(NCc1ccccc1)C1CCCN(S(=O)(=O)c2cccc3nonc23)C1 (stereo unspecified)
    -1 | 4% | 3% | 4% | . | 4%[11.5 µM] | 1% | 0% | 0 | -16% | 2%
O=C(COC(=O)c1ccc(Cl)nc1)Nc1ccc(N2CCOCC2)cc1
    1 | -24% | -6% | 4% | . | . | . | -1% | 18 | 2% | .
CC1Cn2c(nc3sc4c(c3c2=O)CC(C)(C)OC4)N1CCO (stereo unspecified)
    19 | 10% | 6% | 4% | . | -2% | . | -9% | -7 | -3% | -4%
CCOC(=O)c1ccc(-c2c(-c3ccc4c(c3)OCO4)noc2-c2ccsc2)cc1F
    -4 | 17% | -2% | 0% | . | -4% | 5% | -5% | 4 | -1% | -2%
O=C(NCCCN1CCOCC1)c1onc(CSc2nc3ccccc3[nH]2)c1C(=O)NCCCN1CCOCC1
    0 | 3% | 4% | -4% | . | -2% | 1% | 5% | 11 | -1% | 6%
Cc1ccc(-c2cc(C(=O)Nc3ccc(S(=O)(=O)Nc4cc(C)on4)cc3)c3ccccc3n2)c(C)c1
    0 | -3% | -6% | 6% | 1% | -3% | 1% | 8% | -12 | 0% | ?
COc1cc(O)oc1C=Nc1ccc(Oc2ccccc2)cc1
    -2 | 1% | 36%[activator] | 0% | 0% | 3% | 2% | 5% | 14 | -1% | 6%
Cc1c(OC(C)C(=O)N[C@@H](Cc2ccccc2)C(=O)O)ccc2c3c(c(=O)oc12)CCCC3 (stereo partly specified)
    -5 | 2% | 82%[activator] | 4% | . | 3% | 3% | ? | -7 | 1% | 10%
Cc1nc2ccccc2c(=O)n1CCN1CCOCC1
    0 | 9% | 1% | 5% | -2% | 2% | -4% | ? | 11 | -1% | .
BrC(/C=N/Nc1nc(N2CCOCC2)nc(N2CCOCC2)n1)=C/c1ccccc1
    1 | 4% | -1% | -1% | 1% | ? | -6% | ? | -2 | -5% | 10%
CC(=O)NS(=O)(=O)c1ccc(NC(=O)C(Sc2ccccc2)c2ccccc2)cc1 (stereo unspecified)
    -4 | 13% | 3% | 0% | -3% | -6% | 2% | 2% | 1 | -2% | -1%
CCOc1ccccc1C(=O)NC(C(=O)OCC(=O)Nc1nnc(-c2ccccc2)o1)C(C)C (stereo unspecified)
    -15 | 2% | -4% | 1% | 2% | -2% | -12% | -1% | -2 | 5% | 15%
Cc1ccccc1N1CCN(C2CCCN(C(=O)c3ccsc3)C2)CC1 (stereo unspecified)
    -7 | -13% | 3% | 0% | -5% | 2% | -7% | 0% | 6 | -1% | .
O=C(O)c1cccc(NC(CNS(=O)(=O)c2ccc(Cl)cc2)c2ccccc2)c1 (stereo unspecified)
    -3 | 2% | 2% | 3% | -2% | 0% | 11% | 6% | 1 | 2% | ?
Cc1ccc(/C=C2/CCc3c([nH]c4ccccc34)C2=O)cc1
    -3 | -5% | 9% | 0% | -4% | -5% | 0% | 2% | -3 | -1% | 21%
O=C(NCc1ccccc1)c1cc(S(=O)(=O)N2CCCCC2)ccc1N1CCOCC1
    -14 | -14% | -7% | 0% | 13% | -8% | 3% | 2% | -9 | 3% | ?
Cc1c(CCOC(=O)c2ccccc2)sc[n+]1Cc1ccccc1
    -7 | 3% | 0% | 2% | 0% | 60%[activator] | 2% | -1% | 5 | -1% | 1%
O=C(CC1C(=O)NCCN1C/C=C/c1ccccc1)NCCc1cccnc1 (stereo unspecified)
    0 | -4% | 8% | 1% | 0% | 29% | 13% | ? | 8 | 8% | 11%
CCC(=O)c1ccc(OCC(=O)OC(C)C(=O)NCc2ccc3c(c2)OCO3)cc1 (stereo unspecified)
    8 | -11% | 0% | 0% | . | . | . | 4% | 0 | -4% | .
COCCCNC(=O)C(=O)N/N=C/c1cc2c(cc1Br)OCO2
    1 | -2% | -2% | 9% | -2% | 11% | -1% | 8% | -5 | -7% | -9%
CC1CCN(CCCCOc2ccc(Cl)cc2)CC1
    54 | -3% | 1% | -8% | -2% | -9% | . | 0% | 4 | -18% | -16%
Cn1c(-c2ccccc2)n[nH]c1=S
    6 | 10% | 6% | -1% | -2% | . | -3% | -2% | -2 | -2% | .
Cc1cccc(C)c1NC(=O)COC(=O)c1cccnc1
    -21 | -7% | 1% | 0% | 0% | -3% | 8% | 8% | 5 | 2% | 3%
CC(C)(C)c1ccc(C(=O)Nc2nnc(C3=COCCO3)o2)cc1
    1 | -2% | 2% | 1% | 4% | -3% | -4% | -7% | 4 | 10% | .
CCN(CC)Cc1c(O)ccc2cc(-c3nc4ccccc4n3C)c(=O)oc12
    -14 | 12% | i | 4% | -2% | ? | . | 0% | 16 | -5% | -5%
Cc1cccc(C(=O)Nc2nnc(-c3ccco3)o2)c1
    14 | 3% | 0% | 7% | -3% | -5% | -1% | ? | 0 | 29% | -22%
O=C(Cn1c(NCCO)nc2ccccc21)N1CCN(Cc2ccccc2)CC1
    5 | -4% | 1% | 2% | -2% | 0% | 3% | ? | -1 | 13% | -11%
O=C(c1ccco1)N1CCN(C(=O)C2CC(c3ccc(F)cc3)=NO2)CC1 (stereo unspecified)
    1 | 0% | -7% | 3% | 0% | 4% | 1% | 9% | -6 | -4% | -2%
Cc1ccc(S(=O)(=O)N2CCN(C(=O)COC(=O)c3cnc(C)cn3)CC2)c(C)c1
    -2 | 3% | -1% | 2% | . | . | . | 2% | -4 | -1% | .
COc1ccc(OC)c(S(=O)(=O)N2CCCC(C(=O)NCc3ccncc3)C2)c1 (stereo unspecified)
    1 | 3% | 0% | 2% | 1% | -9% | 4% | 1% | 10 | 1% | ?
Nc1n[nH]c(-c2ccc(F)cc2)n1
    -7 | -18% | 3% | 1% | -1% | -6% | 0% | 3% | 6 | 2% | 2%
CCC(CCC(=O)Nc1ccc(S(N)(=O)=O)cc1)C(=O)O (stereo unspecified)
    -12 | -25% | 7% | 2% | 2% | -8% | 1% | 8% | 10 | 2% | 9%
Cc1ccc2c(c1)COc1c3ccc(C(=O)NCCO)cc3nn1-2
    -22 | -7% | 19% | 4% | 0% | ? | -19% | 5% | 10 | 18% | .

# Some of these compounds in order of the Chronic BCR inh value, high to low.
mol,Eya2 phos inh,S-ASM inh,USP2a inh,GALK inh,PKM2 activator,Chronic BCR inh,TSHR antagonist,Mito fusion act,Menin MLL FP TR
CCC(CCC(=O)Nc1ccc(S(N)(=O)=O)cc1)C(=O)O (stereo unspecified),-25%,7%,2%,2%,1%,8%,10,2%,9%
Cc1ccc2c(c1)COc1c3ccc(C(=O)NCCO)cc3nn1-2,-7%,19%,4%,0%,-19%,5%,10,18%,.
Nc1n[nH]c(-c2ccc(F)cc2)n1,-18%,3%,1%,-1%,0%,3%,6,2%,2%
